FN deposit inh = fibronectin deposition inhibition | AH1F fibroblasts, Alexa488-fibronectin deposition fluorescence, overnight | inhibition, % at 12.6 µM | 0.086% of 350,000 active;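 active = mean inhibition across replicates of 30% or more, regardless of how many single replicates reach that level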;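 also: positive control wells lacked labelled fibronectin entirely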
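Measured by – fluorescence 485/525 nm · System – AH1F fibroblast monolayer, labelled fibronectin deposition · Amount – 10000 cells per well · Buffer or medium – serum-reduced DMEM (2% serum) · Doses – single dose, pinned · Also added – fluorescent fibronectin at 24 nM final · Schedule – 1 h cell attachment, overnight exposure to compound and label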
CFTR F508del cor = CFTR F508del correction in bronchial cells. CFBE cells, YFP halide quenching; stimulated with forskolin plus potentiator P3; % fluorescence drop versus neutral controls. activity (quench increase), % at 7.58 µM. 0.36% of 350,000 active. AID 720511;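 active = mean added fluorescence quench of at least 8% versus neutral control, with both replicates also reaching 8%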;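 also: cells transiently co-express mutant CFTR-F508del with the halide-sensitive YFP; corrector assay measuring rescue of mutant channel to the surface after 24 h compound exposure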
GSIS activator = primary screen for activators of insulin secretion dependent on glucose, INS-1E cells, GLuc reporter luminescence; activation, % at 16.6 µM; INS-1E GLuc reporter insulin secretion, 2-3 h; 0.61% of 370,000 active;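 active = lowest replicate activation of at least 40%, so every replicate reaches that level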;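 also: 0% = median of neutral control wells and 100% = median of IBMX positive control wells; some compounds called inactive have numbers as strong as hits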
* marks the source's active call; other numbers are inactive results. An excerpt; count on the stated rates, not on these rows.

SMILES	FN deposit inh	CFTR F508del cor	GSIS activator
COc1cc(/C=N/n2c(-c3cc(C)[nH]n3)n[nH]c2=S)ccc1O	2	1.2	23
c1ccc2c(c1)nc(NCc1ccc3c(c1)OCO3)n2CCN1CCOCC1	29	-1.3	0
COc1ccc(C=C(C(C)=O)C(=O)c2ccccc2)cc1	-3	-3.6	-15
O=C(NCc1ccncc1)[C@@H]1CCCN1C(=O)[C@@H]1CCCN1C(=O)c1ccccc1	-4	-0.8	10
CCOC(=O)Cc1csc(NS(=O)(=O)c2ccc(Cl)cc2)n1	-13	-2.1	-2
CC(C)OC(=O)CC(=O)CC(O)c1cccc([N+](=O)[O-])c1 (centres undefined)	1	2.3	-4
O=C(COC(=O)c1n[nH]c2ccccc12)Nc1ccccc1	-4	1.0	-1
O=C1OCC2=C1C(c1ccccc1)CC(=O)N2c1ccccc1 (centres undefined)	1	-1.9	2
CCOC(=O)C1=C(Nc2ccc(OC)cc2)C(N)=NC1=N	14	5.4	-3
CN(C)CCC(C(=O)c1ccccc1)c1cccnc1 (centres undefined)	4	-5.6	18
CCC(=O)N[C@@H]1CC[C@@H](CC(=O)NCC2CC2)O[C@H]1CO	0	2.7	8
CC1(c2ccc3ccccc3c2)NC(=O)N(CC(=O)Nc2cccc(S(=O)(=O)N3CCOCC3)c2)C1=O (centres undefined)	3	-0.2	-4
O=C(C1CCC1)N1CC2(C1)[C@@H](c1ccccc1)[C@@H](CO)N2CCC(F)(F)F	-6	1.7	12
Nc1ccc(Sc2ccc([N+](=O)[O-])cc2)cc1	8	0.0	-4
COc1ccc(C(=O)NC2c3ccccc3-c3ccccc32)cc1	-11	1.0	-1
Cc1ccc(S(=O)(=O)N2C3CCCCC3O[C@H]2CC(=O)c2cccs2)cc1 (some centres undefined)	3	-1.3	-6
CC(C)OC(=O)CC1C(=O)NCCN1C(=S)NC(=O)c1ccccc1 (centres undefined)	-2	-2.0	8
COC(=O)[C@]12C[C@H](CC(=O)NCc3cccs3)C(=O)N(CCC3=CCCCC3)C1=C[C@H](COCc1ccccc1)O[C@@H]2C	6	3.6	-21
COc1cccc(-c2cc(CNC(=O)[C@@H](Cc3ccccc3)NC(=O)[C@H]3O[C@@H](n4cnc(C(N)=O)n4)[C@H](O)[C@@H]3O)no2)c1	5	-0.7	7
c1ccc(C(c2ccccc2)c2noc(CN3CCN(C4CCCC4)CC3)n2)cc1	-18	1.8	0
Cc1ccccc1OCC(O)CN1CCN(CC(O)COc2ccccc2C)CC1 (centres undefined)	-8	-1.7	-9
COc1ccc2c(c1)CC/C(=C/c1ccco1)C2=O	5	5.5	-25
CCc1noc2cc(-c3ccccc3)n(C)c(=O)c12	-3	0.2	14
O=C(c1ccc2c(c1)OCO2)N1CC2(C1)[C@H](c1ccccc1)[C@H](CO)N2C(=O)C1CCCC1	1	2.0	11
O=C(NC1CCCC1)C(c1ccsc1)N(CCc1ccccc1)C(=O)Cc1cccs1 (centres undefined)	-2	2.1	-3
Oc1cccc(Oc2ncc(C(F)(F)F)cc2Cl)c1	9	-1.3	2
COc1ccc(CCN2C(=O)COc3ccccc3C2C(=O)NCc2ccccc2)cc1OC (centres undefined)	-1	7.8	13
CC(=O)c1ccccc1OC(=O)c1c(F)cccc1F	5	0.4	13
COc1ccccc1C(=O)N/N=C/c1ccc(Cl)s1	-9	-5.1	-7
CC(C)C[C@@H](CN1CCC[C@H]1CN1C(=O)C(=O)NC[C@@H]1Cc1ccc(O)cc1)N1C[C@H](Cc2ccccc2)N(CC2CCCCC2)C(=O)C1=O	-12	0.1	-9

Filtered by structure, the compounds so far containing a nitro group on carbon
SMILES	FN deposit inh	CFTR F508del cor	GSIS activator
CC(C)OC(=O)CC(=O)CC(O)c1cccc([N+](=O)[O-])c1 (centres undefined)	1	2.3	-4
Nc1ccc(Sc2ccc([N+](=O)[O-])cc2)cc1	8	0.0	-4

The list goes on:
SMILES	FN deposit inh	CFTR F508del cor	GSIS activator
O=C(O)c1ccccc1NS(=O)(=O)c1ccc(NN=Cc2cccc(Cl)c2)c([N+](=O)[O-])c1	-1	-2.3	-8
CSc1nc(O)c(C(c2ccc(OC(C)C)cc2)c2c(O)nc(SC)[nH]c2=O)c(=O)[nH]1	1	-0.7	-10
COC(=O)C1=C(C)NC(C)=C(C(=O)OC)C1C(=O)OCC(=O)Nc1ccc(C(C)=O)cc1	-7	-0.2	4
CC1(C(=O)Nc2ccc3c(c2)OCCO3)CN(S(C)(=O)=O)CC(=O)N1CCc1ccc(O)cc1 (centres undefined)	4	-1.5	14
O=C1CN(CN2CCCCC2)C(=O)CN1CN1CCCCC1	5	-1.9	11
O=[N+]([O-])c1cc([N+](=O)[O-])c2cc(-c3cccnc3)[nH]c2c1	5	1.6	9
O=C(Cn1nnc(-c2ccccc2)n1)N1CCN(c2ccc(F)cc2)CC1	14	-0.1	0
Cc1cc2nc(-c3ccccc3)c(Cc3ccsc3)n2c(C)c1Br	-12	-1.7	-28
OCC1(CCOc2ccccc2)CCN(Cc2nc3ccc(F)cc3[nH]2)CC1	4	3.2	-4
Cc1ccc2nc(-c3ccc(SCC(=O)N4CCc5ccccc54)nc3)[nH]c2c1	8	3.8	-5
C/C=C/c1ccccc1[C@H]1[C@@H](C#N)N(c2ncc(CC)s2)[C@@H]1CO	0	-2.0	-3
COc1cc2c(C(=O)N3CCOCC3)c(CSc3ccccc3)n(C)c2cc1Br	-25	3.9	-24
COc1ccc(O)c(CN2CCN(CCc3ccccc3)C(CCO)C2)c1 (centres undefined)	-2	-1.8	2
O=C1CN2NC(=S)N(c3ccccc3)C2=CN1c1ccc(Cl)cc1	-15	0.6	-2
COc1ccc(Cl)cc1NC(=O)CCNC(=O)OCc1ccccc1	13	2.0	-13

Entries shown so far that contain bromine:
SMILES	FN deposit inh	CFTR F508del cor	GSIS activator
Cc1cc2nc(-c3ccccc3)c(Cc3ccsc3)n2c(C)c1Br	-12	-1.7	-28
COc1cc2c(C(=O)N3CCOCC3)c(CSc3ccccc3)n(C)c2cc1Br	-25	3.9	-24

Next compounds follow.
SMILES	FN deposit inh	CFTR F508del cor	GSIS activator
CC1(C)CC(=O)C/C(=N\NC(=S)NCc2ccccc2)C1	0	-1.7	-9
Cc1ccc(CS(=O)(=O)c2nc3c(c(N(C)C)n2)CCCC3)cc1	-1	-2.7	31
Cc1cc(O)cc(=O)n1-c1cccc(C(F)(F)F)c1	-4	-0.5	-6
O=C(Nc1ccc(NC(=S)NC(=O)c2ccccc2F)cc1)c1cccs1	-11	-0.7	-17
Cc1cc(=O)[nH]c(N/N=C/C=C/c2ccccc2)n1	-2	1.1	0
CCOC(=O)N1CCC2(CC1)NC(=O)c1ccccc1N2	-3	-0.4	-3
O=C(NCc1ccco1)C(=O)NN=Cc1ccccc1O	1	3.8	0
O=C(O)CCCC(=O)Nc1ccc(N=Nc2ccccc2)cc1	-6	0.3	-8
COc1ccc(CCCc2nnc(SCc3nc4ccccc4c(=O)[nH]3)n2C)cc1	5	-3.3	6
Cc1ccc(OCCC(=O)OCC(=O)Nc2ccc3c(c2)OCCO3)cc1	10	-0.8	22
CC(C)c1ccc(NC2=NCC(=O)N2Cc2cccs2)cc1	7	5.3	-24
CCc1nnc(N/N=C/c2ccccc2F)n1N	-2	-5.3	-5
Cc1[nH]c(=O)[nH]c(=O)c1NC(=O)c1ccccc1[N+](=O)[O-]	-1	-1.6	19
Cc1nn2c(N3CCOCC3)cc(C(C)(C)C)nc2c1-c1ccc(Cl)cc1	3	2.4	15
CCn1cc(C(=O)NCc2cccs2)c(=O)c2cc(S(=O)(=O)N3CCOCC3)ccc21	2	0.2	-15
O=C(Nc1ccc2c(c1)OCO2)c1cnccn1	-11	-1.3	8
Cn1c(CNS(=O)(=O)c2cccc(Cl)c2)cc(=O)n(C)c1=O	2	-0.9	18
CC(C)CN(C(=O)CSc1nnc(-c2cccs2)n1N)c1c(N)n(Cc2ccccc2)c(=O)[nH]c1=O	-4	-4.5	-2
COC(=O)c1ccccc1N=Nc1c(C)noc1C	-2	0.1	3
CC(C)(C)n1nnnc1C(c1ccccc1)N1CCN(c2ccccc2)CC1 (centres undefined)	0	2.8	-12
Cc1cccc(Nc2cc(=O)[nH]c(=O)[nH]2)c1	-9	1.6	14
CC(C)C[C@@H](COc1ccccc1)N1CCN(Cc2ccccc2)CCC1=O	5	1.8	-5
CC(C)c1nnc(SCC(=O)N2CCc3ccccc32)n1N	4	-0.5	-1
COc1ccc(SSc2ccc(OC)cc2C(=O)O)c(C(=O)O)c1	3	0.6	19
CCn1cc([N+](=O)[O-])c(C(=O)Nc2nc3ccc(OC)cc3s2)n1	4	-8.0	-5
COc1cc(-c2nc(CN(C)Cc3nnc(C)o3)c(C)o2)ccc1F	-8	-1.3	-4
C[N+](C)(C)CCN1C(=O)c2ccccc2C1=O	-1	-3.7	-1
COc1ccc(-c2oc3c4c2C(=O)OCCOC4CCC3)cc1 (centres undefined)	4	1.1	-8
CC(C)C#Cc1ccc([C@H]2[C@H](CO)N3C(=O)CN(C(=O)NC4CCCCC4)C[C@@H]23)cc1	-10	2.9	-4
COC(=O)[C@@]12C[C@@H](CC(=O)NCc3ccccc3)C(=O)N(Cc3ccco3)C1=CCC(C)(C)C2	10	-0.7	-6

Arranged by SMILES length (ascending): part of the list above
SMILES	FN deposit inh	CFTR F508del cor	GSIS activator
Cc1cccc(Nc2cc(=O)[nH]c(=O)[nH]2)c1	-9	1.6	14
CC(C)c1nnc(SCC(=O)N2CCc3ccccc32)n1N	4	-0.5	-1
COc1cc(-c2nc(CN(C)Cc3nnc(C)o3)c(C)o2)ccc1F	-8	-1.3	-4
CC(C)(C)n1nnnc1C(c1ccccc1)N1CCN(c2ccccc2)CC1 (centres undefined)	0	2.8	-12
CC(C)C[C@@H](COc1ccccc1)N1CCN(Cc2ccccc2)CCC1=O	5	1.8	-5
CC(C)C#Cc1ccc([C@H]2[C@H](CO)N3C(=O)CN(C(=O)NC4CCCCC4)C[C@@H]23)cc1	-10	2.9	-4

As entered above:
COc1ccc(SSc2ccc(OC)cc2C(=O)O)c(C(=O)O)c1 – FN deposit inh: 3
CC(C)C[C@@H](COc1ccccc1)N1CCN(Cc2ccccc2)CCC1=O – GSIS activator: -5

More entries follow:
SMILES	FN deposit inh	CFTR F508del cor	GSIS activator
Cc1ccccc1C1N=C2Oc3ccccc3C=C2C(=O)N1 (centres undefined)	-15	0.0	14
COC(=O)[C@]12C[C@H](CC(=O)NCC34CC5CC(CC(C5)C3)C4)C(=O)N(CCC3=CCCCC3)C1=C[C@H](C(C)(C)C)O[C@@H]2C	11	-1.5	-27
O=C(O)CCNS(=O)(=O)c1ccc2c(c1)OCCCO2	3	1.3	10
O=C(O)CCc1nnc(SCC(=O)Nc2ccc(Cl)c(C(F)(F)F)c2)[nH]c1=O	12	1.2	-3
CCc1cc2c(nc1CC)CCCN2S(=O)(=O)c1ccccc1	9	1.9	-11
O=S(=O)(/C=C/c1ccccc1)Nc1ccc(F)cc1	-13	0.2	-15
CCOc1ccc(OCc2cccc(C(=O)N(CC)CC)c2)cc1	8	1.4	-9
COCCNC(=O)/C(C#N)=C/c1ccc(OCC(=O)NC2CCCCC2)cc1	3	3.5	-8
C/C=C/c1ccc([C@H]2[C@@H](CO)N(CCC)[C@@H]2CN(CC)C(=O)c2ccccn2)cc1	-2	3.8	6

Screens deposited in PubChem BioAssay by Broad Institute.
